High-throughput results (PubChem BioAssay)
NPY-Y1 antag = NPY-Y1 (human) receptor antagonism; HEK293-CNG Y1 cells, membrane potential fluorescence; NPY at EC95, then isoproterenol; inhibition, % at 3.6 µM; 1% of 200,000 active; AID 1040; P25929;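 active means inhibition above the campaign mean inhibition of all tested compounds plus 3 SD, cut at about 20% in these data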;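 further: 0% = DMSO wells given NPY plus isoproterenol and 100% = isoproterenol alone without NPY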
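Material: HEK293 Y1/CNG channel cell line; also added: NPY (25 nM), isoproterenol (1 µM), Ro 20-1724 (25 µM); doses: one concentration, 3.6 µM, in 0.4% DMSO; schedule: compound incubation 1 h at room temperature, readout 45 min post-stimulation; technique: membrane potential fluorescence; measure: fluorescence ratio normalized to % inhibition between controls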
NPY-Y1 PAM-ag = human NPY-Y1 potentiation or agonism, primary screen; P25929; NPY-Y1 expressing cells, potentiator/agonist activation; activation, % at 3.6 µM; 0.37% of 220,000 active; AID 1304; in the data active means activation above about 33%, passing the limit was not always enough;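 further: cells stimulated with NPY at EC10 then isoproterenol at EC100; 0% = low agonist plus stimulus and 100% = saturating agonist plus stimulus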
EP2 modulator = modulates human prostaglandin E2 receptor EP2 signaling. P43116. EP2-expressing cells, cAMP HTRF FRET, PGE2 co-stimulation. induction, % at 25 µM. 0.83% of 260,000 active. AID 940;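 active means compounds whose cAMP rise, as percent of the full-agonist control response, exceeds 60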;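 further: rat C6 glioma line stably carrying human EP2 under a CMV promoter; the protocol text gives 20 µM as final concentration; 100% = response of wells given 1 µM PGE2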
Target sequence (P43116 whole entry, looked up): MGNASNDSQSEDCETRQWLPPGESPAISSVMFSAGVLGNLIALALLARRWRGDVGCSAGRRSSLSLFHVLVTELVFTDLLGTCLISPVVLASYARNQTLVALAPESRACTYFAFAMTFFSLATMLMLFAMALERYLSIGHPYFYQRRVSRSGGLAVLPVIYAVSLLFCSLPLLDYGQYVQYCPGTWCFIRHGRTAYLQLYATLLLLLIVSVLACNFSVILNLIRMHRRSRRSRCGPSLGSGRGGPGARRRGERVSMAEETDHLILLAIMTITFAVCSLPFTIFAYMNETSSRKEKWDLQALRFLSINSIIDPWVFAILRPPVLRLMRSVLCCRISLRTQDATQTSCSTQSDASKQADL
NPY2 pot ag = potentiates or activates human NPY-Y2 receptor; cells expressing NPY-Y2, potentiator/agonist read-out; activation, % at 3.6 µM; 0.45% of 220,000 active; AID 1359; P49146; in the data active means activation above about 27%;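 further: cells stimulated with NPY near EC25 plus isoproterenol at EC100; 0% = vehicle plus submaximal agonist and 100% = vehicle plus saturating agonist; some results beyond the cut were filed as inactive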
p97 inhibitor = blocks human p97 ATPase activity | AID 1481 | recombinant p97 ATPase, Kinase-Glo ATP luminescence, 3 h | inhibition, % at 8 µM | 0.42% of 220,000 active | P55072; in the data active means inhibition above about 15%;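 further: 0% = DMSO vehicle and 100% = wells lacking enzyme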
PGE2 EP2 inh = EP2 receptor (human) inhibition; P43116; C6 glioma cells expressing human EP2, cAMP TR-FRET; cells stimulated with saturating PGE2; inhibition, % at 25 µM; 0.52% of 260,000 active; AID 1422;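 active means percent inhibition above 40 after rounding to a whole number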;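 further: rat C6 glioma host cells with rolipram phosphodiesterase inhibitor present; the protocol text gives 20 µM as final concentration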
S1P4 ag = agonists of human S1P4 receptor. O95977. S1P4-expressing cell line, agonist reporter assay. activation, % at 4.98 µM. 0.35% of 220,000 active; in the data active means activation above about 11%;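 further: 0% = DMSO vehicle and 100% = reference agonist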
Target sequence (O95977 whole entry, looked up): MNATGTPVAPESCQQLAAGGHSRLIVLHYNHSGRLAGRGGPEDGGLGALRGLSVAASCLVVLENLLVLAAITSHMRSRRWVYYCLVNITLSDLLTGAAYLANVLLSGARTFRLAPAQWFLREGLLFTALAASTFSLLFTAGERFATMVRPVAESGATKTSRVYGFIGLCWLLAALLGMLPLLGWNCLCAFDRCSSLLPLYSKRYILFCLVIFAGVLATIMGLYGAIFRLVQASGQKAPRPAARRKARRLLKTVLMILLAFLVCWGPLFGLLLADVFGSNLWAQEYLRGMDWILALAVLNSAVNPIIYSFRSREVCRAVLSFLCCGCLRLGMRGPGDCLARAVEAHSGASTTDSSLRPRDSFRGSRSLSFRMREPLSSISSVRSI
eIF4E-4G inh = eIF4E/eIF4G interaction inhibition in translation initiation; TR-FRET eIF4E-eIF4GI(517-606) binding, 2 h; AID 782; 0.37% of 220,000 active; inhibition, % at 21.7 µM; P63073+Q04637;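 active means inhibition above about 30%, limit read from the data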;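 further: 0% = full FRET control wells and 100% = background wells lacking eIF4GI fragment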
S1P4 antagonist = blocks the human S1P4 receptor; O95977; S1P4-expressing cells, antagonist mode, reporter read-out; inhibition, % at 4.98 µM; 0.26% of 220,000 active; in the data active means inhibition above about 29%;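 further: 0% = wells stimulated with agonist and 100% = vehicle wells without agonist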
* = called active by the depositor; / = no result given; & = joins results of further samples; [ ] = remark or other dose. This is a subset, so the mix of outcomes need not match the whole.

Structure	NPY-Y1 antag	NPY-Y1 PAM-ag	EP2 modulator	NPY2 pot ag	p97 inhibitor	PGE2 EP2 inh	S1P4 ag	eIF4E-4G inh	S1P4 antagonist
N#C/C(=N\Nc1ccc(F)cc1)C(=O)C1CC1	/	6.1	4.4	9.6	6.0	5.7	0.8	-1.4	2.9
CC(C)CCN=Cc1c(O)n(-c2ccccc2)c(=O)c2ccccc12	2.0	3.7	21.7	2.0	0.3	8.7	0.1	-3.6	-1.8
Cc1noc(C)c1S(=O)(=O)Nc1ccccc1N1CCOCC1	/	1.4	3.0	-6.0	1.3	7.4	1.4	-2.9	6.9
COCCn1c(C)cc(/C=C2\NC(=S)N(C)C2=O)c1C	4.1	-19.2	23.6	3.5	3.3	12.1	1.5	-1.1[fluorescence artefact?]	0.1
CCn1c(C)nc2cc(C(=O)OCCC(F)(F)F)ccc21	-4.1	18.0	14.1	-4.8	6.3	10.9	1.2	5.4[fluorescence artefact?]	-16.3
CCOC(=O)C1CCN(Cc2ccc(F)cc2)CC1	-2.0	-13.9	14.5	4.1	5.0	4.8	0.7	5.3	-6.5
Cn1nc(-c2ccccc2)c(CSc2ccccc2Cl)c1Cl	11.5	-38.0	-60.6	-5.1	-7.5	3.0	-3.0	-6.3	14.5
COC(=O)CN(c1cc([N+](=O)[O-])ccc1OC)S(C)(=O)=O	-0.7	4.8	32.3	5.9	1.1	1.1	0.5	11.4	-3.6
COc1cc(CNCCc2ccccc2)ccc1OCC(=O)NC(C)(C)C	2.5	-8.8	2.9	1.4	-6.8	4.7	1.6	-0.2	-10.5
O=C(Nc1cccc(-c2cn3c(n2)SCC3)c1)c1ccc(Br)o1	1.5	7.2	-68.6	-12.1	5.2	5.7	0.1	7.7	-17.4
O=S(=O)(Nc1cccc(-c2ccc3nncn3n2)c1)c1cccs1	-2.5	4.6	14.1	-11.0	4.3	7.8	0.8	-3.6	-8.7
Cn1c(NC(=O)/C=C\c2ccccc2)cc(=O)n(C)c1=O	8.7	-3.6	-12.4	-1.4	4.3	7.7	0.6	-3.1	-4.8
CN(Cc1ccccc1)S(=O)(=O)c1ccc2[nH]cc(C(=O)NCC3CCCO3)c(=O)c2c1 (stereo not given)	-5.3	0.0	-24.8	3.5	2.1	/	-1.1	-4.9	5.9
COc1ccccc1-n1c(C)nc2cc(C(=O)NCc3ccc4c(c3)OCO4)ccc21	8.3	-26.0	-19.0	-9.2	2.9	4.9	2.5	-3.4	-0.9
CCCn1c(SCC(=O)NCc2ccc(F)cc2)n[nH]c1=O	1.0	3.3	-7.2	-6.1	-0.9	4.8	-0.8	4.2	-5.0
Cc1ccc(C(C)NC(=O)c2cc(C)oc2C)cc1 (stereo not given)	1.9	-11.4	-3.4	4.9	3.0	11.9	-0.5	-1.4[fluorescence artefact?]	9.5
CCC(C)NC(=S)Nc1ccc(F)cc1 (stereo not given)	/	12.7	-9.1	-0.8	3.1	6.8	0.0	2.5	1.9
CC(=O)c1cccc(NC(=S)NC(=O)c2cccc(C)c2)c1	3.6	-19.2	-55.5	-17.1	1.6	9.1	1.9	-2.3	-5.8
COc1ccccc1NC(=O)c1ccc(NS(C)(=O)=O)cc1	-1.3	12.1	-7.0	-19.1	1.6	6.8	-1.5	1.5[fluorescence artefact?]	-3.0
Oc1ccc(Cl)cc1/C=N/c1nc2ccccc2[nH]1	-0.3	-11.9	-0.9	11.5	10.2	8.0	1.3	2.4	-10.8
CN(Cc1ccccc1)C1CC(=O)N(c2ccc(C(=O)O)cc2)C1=O (stereo not given)	-2.5	-8.3	35.7	4.5	2.2	1.3	-1.0	0.8[fluorescence artefact?]	-0.8
CC(/C=C/c1ccc2c(c1)OCO2)=N/NC(=O)COc1ccc(C)cc1	-4.8	-10.2	-8.9	-15.0	1.6	11.6	0.5	5.4	-3.9
C=CCNC(=O)CN(c1ccc(F)cc1)S(=O)(=O)c1ccc(OC)cc1	-0.4	22.2	10.4	11.5	0.0	7.5	-0.4	-1.6[fluorescence artefact?]	0.3
CC1(C)CC(=O)C2=C(C1)N(CCN1CCOCC1)C1=C(C(=O)CC(C)(C)C1)C2c1ccc(Cl)cc1	/	0.0	5.0	1.9	2.5	7.8	3.3	2.7	4.8
COC(=O)CSc1nnc2cc(C)c3ccccc3n12	/	-0.8	8.3&26.6	4.6	6.6	6.9&8.2	-0.4	-4.6	-1.6
Cc1nn(C(C)(C)C)c(OC(=O)c2ccco2)c1Sc1ccccc1	3.1	-0.2	38.3	11.6	4.8	3.7	-0.2	5.9	5.3
CCCc1[nH]c(=O)c(C#N)c2c1CCCC2	7.6	-3.0	26.1	-33.6	4.8	3.0	-0.7	-2.4[fluorescence artefact?]	-10.1
O=C(NN1C(=O)C2C3CCC(O3)C2C1=O)c1ccc(Cl)cc1 (stereo not given)	-1.8	6.8	19.3	11.0	3.0	3.7	0.0	25.5[fluorescence artefact?]	-4.9
CCc1n[nH]c(=S)n1/N=C/c1cc(Br)c(OC)cc1OC	2.5	-16.0	24.5	2.0	8.4	6.6	0.6	-8.8	-21.5
CCOC(=O)C1(Cc2ccccc2)CCCN(Cc2cnn(CC)c2)C1 (stereo not given)	-2.5	1.9	4.1	6.3	2.0	10.2	1.1	2.1	-9.1
Cc1cccc2cc(C#N)c(N3CCC(O)CC3)nc12	11.7	7.6	9.7	-6.8	0.6	14.3	-0.8	5.5	3.3
O=S(=O)(c1ccc(Cl)cc1)c1cnc2ccccc2n1	-3.6	-9.5	-7.8	-7.6	3.0	6.9	-1.1	14.3	13.3
O=C(COC(=O)Cn1cnc2ccccc21)Nc1cc2c(cc1Cl)C(=O)c1ccccc1C2=O	-1.5	12.0	-51.5	-0.2	-0.2	7.7	-1.8	15.4	3.6
O=C(Nc1ccccc1)c1ccc(CSc2ncccn2)cc1	1.7	38.8	-15.2	8.2	-8.5	14.1	0.9	-3.4[fluorescence artefact?]	-48.1
COC(=O)CN(c1cccc(OC)c1)S(C)(=O)=O	-0.8	6.7	34.5	0.4	7.7	20.3	0.9	1.3	-5.8
CC(C)c1cc(C(=O)O)on1	1.9	-11.9	3.8&11.2	-8.8	-4.2	5.0&13.1	-2.2	/	-15.4
Cn1c(=O)c2c(ncn2CC(=O)N/N=C/c2ccco2)n(C)c1=O	0.7	8.7	4.7	2.9	7.2	10.0	4.2	2.9[fluorescence artefact?]	-0.8
CCN(CC)c1ccc(/C=N/Nc2nc(C)cc(C)n2)c(O)c1	5.8	3.6	-22.5	1.6	-8.3	4.4	0.8	-0.9[fluorescence artefact?]	-27.5
CNS(=O)(=O)c1ccc(NS(=O)(=O)c2ccccc2F)cc1	-1.7	5.7	18.4	6.7	1.6	9.2	1.5	-1.8	6.9
CN(C)c1ccc(Nc2nc(-c3cccnc3)cs2)cc1	-14.0	42.0	-27.5	22.6	-1.2	18.4	2.8	-10.5	5.4
CC(C)(C)S(=O)(=O)c1cnc(N2CCCC2)nc1N	/	-12.4	9.0	2.1	-5.2	7.4	1.3	1.5	-2.5
Cc1cc(Cl)c(S(=O)(=O)N(C)C)cc1OCC(N)=O	0.6	-24.7	0.0	-0.8	-2.1	12.8	2.0	3.7	-6.1
CCCNc1ccc(C(=O)OCC)cc1[N+](=O)[O-]	2.8	-9.2	9.9	-1.4	3.5	5.7	33.6*	-2.9	-9.1
CCOC(=O)N1CCN(C(=O)CSc2ccc3nnc(CCNC(=O)c4ccc(OC)cc4)n3n2)CC1	-0.9	4.6	10.5	0.4	-3.8	7.8	-0.2	-0.7	-0.8
Cn1c(=O)[nH]c(=O)c2c1nc(CN1CCN(c3cccc(Cl)c3)CC1)n2Cc1ccccc1Cl	1.3	4.7	69.2*	-5.4	3.5	5.9	-1.5	1.6	-10.8
O=[N+]([O-])c1c(NCCO)cc(N2CCC3(CC2)OCCO3)c2nonc12	-2.0	-12.9	1.2	-6.6	2.9	7.9	0.8	15.8[fluorescence artefact?]	9.9
CCC(C(=O)N1CCN(c2ccccc2OC)CC1)c1ccccc1 (stereo not given)	0.8	-10.8	17.9	3.2	4.5	12.6	0.4	0.0	-17.4
CCCCn1c(N)c(NCC(C)C)c(=O)[nH]c1=O	7.5	-23.4	3.0	-0.6	-2.8	7.8	1.9	-0.2	-6.3
COc1cc(/C=C/C(=O)Nc2nnc(C(C)(C)C)s2)cc(OC)c1OC	0.9	11.0	-57.9	6.8	-4.7	14.3	1.2	-0.6	-20.6
CC(C)(C)NS(=O)(=O)c1cc(C(=O)O)ccc1Cl	-4.2	8.6	41.2	-4.1	6.3	1.8	1.4	6.0	12.3
O=C(NCc1ccc(N2CCCC2=O)cc1)Nc1ccccc1	-3.0	5.9	-9.3	-2.5	6.5	5.2	0.9	-10.7	-5.7
Cc1c([N+](=O)[O-])cc(C(=O)NCc2ccc(F)cc2)cc1[N+](=O)[O-]	-3.5	11.6	-34.3	-8.9	4.4	3.1	-1.3	-1.2	5.2
Cc1nc2ccc(C(=O)N3CCN(c4ccccn4)CC3)cc2s1	-4.3	-43.9	1.3	-20.4	-3.0	3.3	1.0	-1.4	-1.2
Oc1ccc2ccccc2c1CN1CCN(c2ccccc2)CC1	2.1	-20.3	33.3	3.1	1.3	1.7	-1.4	2.4[fluorescence artefact?]	-2.0
CCOC(=O)C1CCN(C(=O)CNS(=O)(=O)c2ccc(Br)s2)CC1	3.2	-7.6	6.0	6.0	-8.0	0.0	0.5	-4.2[fluorescence artefact?]	-21.6
Nc1ccc2oc(-c3cccs3)nc2c1	1.0	13.2	-45.0	5.3	5.5	11.9	2.5	-15.0	-11.3
O=C(COc1ccc(Cl)cc1Cl)N1CCCC1	0.6	7.2	19.3	15.5	2.4	12.7	-3.0	-5.8[fluorescence artefact?]	-4.9
CCN(CC)S(=O)(=O)c1cc(C(=O)Nc2ccccn2)ccc1C	9.3	-7.8	11.2	7.2	4.7	4.3	-0.4	0.0	2.1
CC(C)n1c(SCC(=O)Nc2ccccc2)nc2c1c(=O)n(C)c(=O)n2C	4.8	-3.7	-24.4	7.9	4.0	10.5	0.4	4.2	-11.7
CCc1c(C)nc2[nH]nc(-c3ccccc3C)n2c1=O	0.0	0.8	-1.5	-6.3	-2.4	11.1	-0.3	-4.2[fluorescence artefact?]	1.0

(listing goes on)
Structure	NPY-Y1 antag	NPY-Y1 PAM-ag	EP2 modulator	NPY2 pot ag	p97 inhibitor	PGE2 EP2 inh	S1P4 ag	eIF4E-4G inh	S1P4 antagonist
COc1cc(=O)[nH]c(=O)n1C(=O)Cc1ccccc1	-11.7	25.9	1.5	7.2	3.2	12.2	0.3	4.9	2.1
Cn1cc(CN(CCCN2CCOCC2)C(=S)Nc2cccc(Cl)c2)c2ccccc21	-2.8	-7.5	-5.3	-1.9	5.5	5.1	-2.5	-0.1[fluorescence artefact?]	-10.0
CC(=O)Nc1ccc(NC(=O)CSc2nnc(-c3ccco3)o2)cc1	3.4	-4.2	-3.1&-30.1	-6.0	-1.1	3.3&3.3	1.1	-0.4	-19.3
CNC(=O)c1cc2c(=O)n3cccc(C)c3nc2n(C(C)C)c1=N	-2.1	-1.2	42.7	9.0	7.4	4.7	6.5	6.1	-15.1
